# Screening results deposited in PubChem BioAssay by National Center for Advancing Translational Sciences (NCATS).
# EPAC2 antag: antagonists of human EPAC2; Q8WZA2; EPAC2 GEF exchange of Rap1B-BODIPY-GDP, fluorescence; Potency, µM (series often up to 114 µM), for inactives: top-dose activity, negative = inhibition, actives largely listed as inhibitors; actives 0.18% (n = 360,000); AID 720708; further: on the % scale 0 is the no-effect control and ±100 the full control effect; nearly all actives have a fitted effect of over 45% in size; many of its hits are not listed in these tables
# EPAC1 antagonist: antagonists of human EPAC1. EPAC1 GEF assay, Rap1b-BODIPY-GDP exchange fluorescence. Potency, µM (doses to about 115 µM), for inactives: at the highest dose activity change, negative = inhibition, usual class: inhibitors. actives 0.14% (n = 360,000);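 further: plate controls were vehicle for no effect and positive control for full effect; nearly all actives have a fitted effect of over 50% in size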
# FUS suppressor: FUS proteinopathy suppression in yeast. S. cerevisiae FUS-expressing, growth rescue, OD600, 24 h. Potency, µM (titrated, usually from 76.6 µM), inactives show at the top dose growth rescue (activation), actives largely listed as activators. actives 0.24% (n = 390,000);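 further: plate controls were DMSO vehicle for no effect and reference control for full effect; nearly all actives have a fitted effect of over 55% in size; some results filed as inactive show a strong effect at the top dose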
#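 Quantitative HTS measuring growth restoration of FUS-toxic yeast. Galactose-induced cells (OD 0.005) were exposed 24hr at 30C to compounds at several concentrations, then absorbance at 600 nm was recorded.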
# EPAC2 agonist: activates human EPAC2 exchange factor. Q8WZA2. EPAC2 activation, biochemical qHTS; response scale: 100% = 6.5 mM cAMP response. Potency, µM (highest dose often 154 µM), inactives show at the top dose activation, actives largely listed as activators. actives 0.079% (n = 360,000); further: nearly all actives have a fitted effect of over 50% in size
#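 EPAC2 (100 nM) mixed with Rap1B loaded with BODIPY-GDP (250 nM) plus 50 uM unlabeled GDP; compounds pinned in, 5 min RT, then read every 5 min for 30 min (ex 480, em 540 nm). Normalized to cAMP control.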
# TDP43 rescue: inhibitors of TDP-43 toxicity in yeast; TDP-43 expressing yeast growth rescue, BacTiter-Glo, 24 h; Potency, µM (top dose mostly 46.1 µM), for inactives: at the highest dose growth rescue (activation), actives largely listed as activators; actives 1.8% (n = 410,000); further: % of control where 0% means no effect; nearly all actives have a fitted effect of over 50% in size
#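 In this qHTS, compounds that restore growth of yeast expressing TDP-43 appear as activators. Cells (OD600=0.02, galactose medium, raffinose-pregrown) are incubated with compound 24 hr at 30 deg C and growth is quantified by BacTiter-Glo.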
# PTHR1 ag: agonists of human PTHR1 parathyroid hormone receptor; Potency, µM (top dose mostly 115 µM), without a hit: at the highest dose activation, actives largely listed as activators; HEK293 GP2 PTHR1 cells, GloSensor cAMP luminescence, 1 h; actives 0.075% (n = 410,000); further: nearly all actives have a fitted effect of over 55% in size; some results filed as inactive show a strong effect at the top dose; inactives centre near -15; many of its hits are not listed in these tables
# Target sequence (Q03431 whole entry, looked up): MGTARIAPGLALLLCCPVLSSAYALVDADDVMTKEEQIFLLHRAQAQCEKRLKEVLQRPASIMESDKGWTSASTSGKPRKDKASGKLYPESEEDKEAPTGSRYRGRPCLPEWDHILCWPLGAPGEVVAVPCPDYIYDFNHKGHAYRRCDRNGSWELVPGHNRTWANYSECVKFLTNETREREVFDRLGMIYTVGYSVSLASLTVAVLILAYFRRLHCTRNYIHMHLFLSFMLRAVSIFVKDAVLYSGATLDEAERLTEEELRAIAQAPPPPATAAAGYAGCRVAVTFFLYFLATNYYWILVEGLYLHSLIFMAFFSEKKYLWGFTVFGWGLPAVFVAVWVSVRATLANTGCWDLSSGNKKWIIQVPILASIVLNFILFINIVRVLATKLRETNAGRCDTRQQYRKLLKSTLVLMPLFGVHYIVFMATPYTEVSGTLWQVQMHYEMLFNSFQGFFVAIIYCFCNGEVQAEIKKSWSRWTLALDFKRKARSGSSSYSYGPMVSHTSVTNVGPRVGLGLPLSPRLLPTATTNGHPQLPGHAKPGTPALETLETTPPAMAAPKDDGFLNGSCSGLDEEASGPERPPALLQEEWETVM
#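 HEK-293-derived GP2 cells expressing PTHR1 and a GloSensor cAMP reporter, 3,000/well, plated overnight, given luciferin plus IBMX (each 0.5 mM as added) for 1 h at 37 °C, then compound for 1 h at 37 °C. Luminescence was read after 15 min at room temperature.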
# aSyn yeast inh: rescues yeast growth from alpha-synuclein toxicity; Yeast expressing alpha-synuclein, growth rescue, BacTiter-Glo, 24 h; Potency, µM (top dose mostly 46.1 µM), without a hit: at the highest dose growth rescue (activation), usual class: activators; actives 0.14% (n = 370,000); further: % of control where 0% means no effect; nearly all actives have a fitted effect of over 65% in size
#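 Rescue of yeast growth: cells expressing toxic alpha-synuclein, induced in galactose at OD600 0.02, incubated with compound 24 h at 30 C. ATP luminescence quantified growth; inhibitors of toxicity appear as activators.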
# EPAC1 agonist: agonists of human EPAC1; O95398; Potency, µM (titrated, usually from 154 µM), for inactives: at the highest dose activation, hits mostly activators; EPAC1 agonist qHTS, biochemical assay; response scale: 100% = response to 6.5 mM cAMP; actives 0.073% (n = 360,000); further: nearly all actives have a fitted effect of over 60% in size
#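 Normalized to 6.5 mM cAMP, activity reflects EPAC1-catalysed release of BODIPY-GDP from Rap1B, followed kinetically over 30 min at 480 nm excitation, 540 nm emission. Reaction contained 100 nM EPAC1, 250 nM Rap1B-BODIPY-GDP, 50 uM GDP.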
# * hit, by the source's call; i = inactive; ? = inconclusive; . = no result given; [ ] = remark or other dose. The call rests on the fitted dose curve; in most records, active means well fitted curve in the direction sought with a large enough effect; inconclusive means small, poorly fitted or top-dose-only effect, or another doubt; inactive means no such curve, though single readings can be large; an effect the other way counts as inactive or inconclusive. Potency means the concentration at half of the fitted maximal effect. These rows are one share of the data; the hit share may differ from the screen's.
# Below each compound – EPAC2 antag | EPAC1 antagonist | FUS suppressor | EPAC2 agonist | TDP43 rescue | PTHR1 ag | aSyn yeast inh | EPAC1 agonist
Cc1ccc(-c2cc(-c3n[nH]c(=S)n3C)c3ccccc3n2)cc1
 : -9.5% | -2.2% | 2.4% | 7.0% | 3.2%[9.22 µM] | i | 0.1% | 12.5%
Cc1noc(C)c1S(=O)(=O)Nc1ccc2c(c1)C(=O)N([C@H](C)CO)C[C@H](C)[C@@H](CN(C)C(=O)NC(C)C)O2
 : -5.1% | -12.4% | 2.2% | 4.2% | 5.8% | i | 1.3% | -1.3%
CCOC(=O)C1(Cc2ccccc2C(F)(F)F)CCN(C(=O)c2cc(C)n(C)n2)CC1
 : -13.7% | -10.1% | 32.9% | -8.0% | 12.7% | -18.9% | 11.0% | -5.0%
Cc1cc(C)c(S(=O)(=O)N2CCOCC2)cc1NS(=O)(=O)c1cc(OCC(N)=O)c(C)cc1Cl
 : -3.1% | -8.9% | 7.6% | 1.2% | 15.7% | i | 1.9% | 1.8%
COC(=O)N(NC(=O)C(O)(c1ccccc1)c1ccccc1)c1ccc(C)cc1
 : -1.6% | -12.4% | . | -7.4% | 4.6% | -38.7%[inhibitor] | 2.2% | -18.7%
Cc1cc(C)c2c(C)[nH]nc2n1
 : 0.2% | -5.1% | -25.3% | 15.3% | 14.0% | -1.7% | -5.8% | 9.2%
Cc1cc(Cl)ccc1C(=O)C1CCCN(C(=O)c2ccc3ncccc3c2)C1 (configuration not stated)
 : -7.5% | -3.9% | 24.6% | -7.6% | 0.0% | -96.1%[inhibitor] | 10.4% | 3.6%
CN(CC(=O)Nc1c(Cl)cccc1Cl)C(=O)Cc1ccsc1
 : -5.7% | -3.9% | 19.3% | 15.0% | -4.1% | -19.2% | -14.6% | 4.2%
COC(=O)c1cc(C#N)c(N(C)Cc2ccccc2)nc1C
 : -16.7% | -5.2% | . | 14.3% | 16.0% | i | -0.5% | 6.9%
COc1ccc(-c2nn(C)c(=O)c3ccccc23)cc1NS(C)(=O)=O
 : 0.4% | -0.5% | 0.5% | -1.2% | -7.9% | -24.5%[57.5 µM] | 1.5% | -0.7%
O=C(O)c1cnc(-c2ccccc2)nc1Oc1ccc(Cl)cc1
 : 0.3% | -15.0% | -18.8% | 1.8% | -21.7%[9.22 µM] | i | 1.0% | 11.7%
O=C(N1CCN(c2ccccc2)CC1)C12CC3CC(CC(C3)C1)C2
 : 3.2% | 5.9% | 24.7% | -0.2% | -3.0% | -15.5% | 11.8% | 8.8%
CCN(CC)CCNC(=O)c1ccc(NC(=O)CC(NC(=O)c2ccccc2Cl)c2ccccc2)cc1 (configuration not stated)
 : -9.3% | 4.6% | 7.1% | -3.5% | 12.2% | i | 0.6% | -4.9%
CCOC(=O)N1CCC(Nc2nc(OC)nc(OC)n2)CC1
 : 0.1%[57.1 µM] | 7.1% | -1.6% | 1.7% | 0.2% | i | 2.2% | 2.3%
Cn1c(=O)c2c(nc(CN3CCOCC3)n2Cc2ccccc2)n(C)c1=O
 : -2.5% | -8.3% | -30.9% | -0.3% | 5.2% | -11.4% | -3.9% | 4.9%
Clc1ccc(OCCSCc2nc3ccccc3[nH]2)cc1
 : -9.9% | -8.9% | 3.2% | 18.5% | 15.3% | -26.4%[57.5 µM] | 7.4% | -4.5%
CCOC(=O)[C@@H](NC(=O)CC[C@H]1O[C@@H](n2cc(C)c(=O)[nH]c2=O)C[C@@H]1O)C(C)C
 : 3.8% | -24.1% | -6.7% | 7.5% | ? | -23.9% | 8.0% | 4.0%
Cc1ccc2nc(NS(=O)(=O)c3cn(C)nc3C)sc2c1
 : -14.8% | -2.4% | 9.3% | 4.9% | -11.7% | -12.0% | -7.5% | 3.6%
COC(=O)c1ccccc1S(=O)(=O)N1CCC(NC(=O)c2ccccc2)CC1
 : 11.1% | -3.9% | -9.3% | 13.0% | 6.3% | i | 1.1% | 8.2%
Cc1cccc(C(=O)Nc2sc3c(c2C(=O)O)CCC3)c1
 : -9.6% | ? | -19.8% | 4.3% | -2.5% | -11.7% | -3.5% | 9.4%
Cc1cc(C)c(C#N)c(Sc2ccc(N)cc2)n1
 : -4.3% | -9.8% | . | -2.3% | 16.1% | i | 9.5% | 7.0%
CCNC(=O)C1(C)CCCN(C(=O)c2cc3ccccc3s2)C1 (configuration not stated)
 : 0.1% | -16.3% | -24.2% | 5.3% | 23.5% | -19.5% | -1.6% | 17.0%
CCNC(=O)/C(=C\C=C\c1ccccc1)NC(=O)c1ccc(Br)o1
 : -1.8% | 0.7% | -1.0% | 3.0% | 14.6% | i | -13.3% | 8.1%
CC(C)(C(=O)N[C@H](CO)c1ccccc1)C(=O)N[C@H](CO)c1ccccc1
 : 0.9% | -4.1% | -28.6% | 3.3% | 18.4% | -34.3%[inhibitor] | 0.7% | -16.2%
CCCc1ccc(Oc2cn[nH]c2-c2ccc(O)cc2O)cc1
 : -19.5% | -14.6% | 33.9% | ? | ? | -78.0%[inhibitor] | -31.2%[inhibitor] | 29.3%
CC(Oc1ccc(Cl)cc1Cl)C(=O)NNC(=O)[C@@H]1CCCC[C@@H]1C(=O)O (some centres not stated)
 : 0.2% | 6.9% | -1.5% | 3.4% | 18.5% | -19.6% | -3.4% | 4.3%
O=c1[nH]c2ccc(Cl)cc2c(O)c1Cc1ccccc1
 : -8.3% | -25.8% | 0.8% | 1.5% | 13.2% | ? | 2.5% | -1.5%
CCCOc1ccc(N2C(=O)CC(N3CCN(C(=O)c4ccco4)CC3)C2=O)cc1 (configuration not stated)
 : 11.9% | 12.0% | 17.3% | 3.2% | -17.5% | -9.5%[57.5 µM] | -4.8% | -2.1%
OC(CN1CCN(Cc2ccc3c(c2)OCO3)CC1)c1c[nH]c2ccccc12 (configuration not stated)
 : -5.8% | -10.7% | 17.1% | 5.1% | 24.1% | 15.1% | -0.3% | 5.5%
CNC(=O)c1[nH]cnc1C(=O)N[C@@H](CCCCNC(=O)OC(C)(C)C)C(=O)OC(C)(C)C
 : -6.6% | -8.7% | 25.4% | -1.9% | -5.6% | -18.1% | -4.5% | -7.7%

# (cont.)
canonical_smiles | EPAC2 antag | EPAC1 antagonist | FUS suppressor | EPAC2 agonist | TDP43 rescue | PTHR1 ag | aSyn yeast inh | EPAC1 agonist
CC[C@@H]1Cc2[nH][nH]c(=O)c2[C@@H](c2ccc(F)cc2)O1 | 8.7% | 6.4% | -2.7% | 7.6% | ? | i | 0.0% | -1.3%
COc1ccccc1-n1c(CNC(=O)c2ccco2)nnc1SCC(=O)Nc1cc(C)ccc1C | -5.4% | -7.8% | 15.6% | 9.8% | -4.8% | i | -6.0% | -1.5%
O=C(Nc1ccc(Cl)c(Cl)c1)Nc1cc(C(=O)N2CCOCC2)ccc1N1CCCCC1 | 17.3% | 15.7% | -8.8% | 10.9% | -17.5% | -1.1%[57.5 µM] | 1.3% | 2.9%
CC(C)C(NC(=O)c1ccccc1Cl)C(=O)OCc1nc2scc(-c3ccccc3Cl)c2c(=O)[nH]1 (configuration not stated) | -0.1% | -15.2% | . | 10.4% | 0.9% | -17.1% | -5.0% | 9.3%
Cc1ccc(C)c(SCC(=O)OCC(=O)Nc2ccc(S(=O)(=O)N3CCOCC3)cc2)c1 | -14.4% | -1.5% | ? | 22.9% | -8.9% | -22.7% | 4.8% | 27.5%
O=C(Nc1nc2c(F)cc(F)cc2s1)c1ccc([N+](=O)[O-])o1 | 2.4% | 10.3% | -9.5% | 7.7% | 15.8% | -54.5%[inhibitor] | ? | -0.5%
Cc1cc(C)c(S(=O)(=O)/N=C2\C=C(NS(=O)(=O)c3ccccc3)C(=O)c3ccccc32)c(C)c1 | ? | -24.9% | 21.6% | 6.0% | -11.1% | -27.3% | 5.3% | 2.8%
O=C(O)c1cc(S(=O)(=O)N2CCN(C(c3ccccc3)c3ccccc3)CC2)ccc1Cl | 0.0% | 7.8% | 17.4% | -3.5% | -5.7% | -11.6% | 9.5% | -2.2%
COc1ccc(OCC(=O)NNC(=S)NC(=O)c2ccc(Br)o2)cc1 | 1.1% | 8.2% | 15.3% | 0.2% | 2.1% | i | 7.3% | -0.8%
Brc1ccc(-c2csc(Nc3nc(-c4ccc(Br)cc4)cs3)n2)cc1 | 4.9% | -7.8% | 5.7% | -4.6% | -3.4% | -30.2%[inhibitor] | 2.6% | -12.4%
CC1CN(S(=O)(=O)c2cc(C(=O)NCCC3=CCCCC3)ccc2Cl)CC(C)O1 (configuration not stated) | 1.1% | -3.7% | 5.7% | 6.4% | 2.2% | -33.6%[inhibitor] | -8.8% | -6.6%
Cc1ccc(S(=O)(=O)N2CCN(C(=O)c3ccccc3)C2)cc1[N+](=O)[O-] | -2.3% | -3.2% | -35.0% | 6.0% | 13.5% | -17.9% | ? | 11.7%
Cc1ccc(C2=N/C(=C\c3c(C)nn(-c4ccccc4)c3N3CCCC3)C(=O)O2)cc1 | 35.8%[activator] | 10.6% | -21.5% | 100µM* | -6.7% | -8.3% | 0.5% | -2.6%
Cc1cc(C(=O)CSc2n[nH]c(N)n2)c(C)n1-c1ccccc1 | -10.3% | 12.2% | ? | 1.7% | -19.1% | -8.4%[57.5 µM] | -0.2% | 7.6%
CN(C(=O)c1ccc(C#N)cc1)c1nnc(-c2ccccn2)s1 | 18.4% | 11.8% | -3.4% | 10.5% | -4.2% | i | -7.8% | -6.6%
COc1ccc(N(CC(=O)Nc2ccccc2C(=O)N2CCCC2)S(C)(=O)=O)cc1 | 1.4% | 9.0% | 12.6% | 2.0% | -2.8% | i | -0.7% | 6.1%

# Fetched by compound from the list above, 4 records:
canonical_smiles | EPAC2 antag | EPAC1 antagonist | FUS suppressor | EPAC2 agonist | TDP43 rescue | PTHR1 ag | aSyn yeast inh | EPAC1 agonist
COc1ccc(N(CC(=O)Nc2ccccc2C(=O)N2CCCC2)S(C)(=O)=O)cc1 | 1.4% | 9.0% | 12.6% | 2.0% | -2.8% | i | -0.7% | 6.1%
O=C(Nc1nc2c(F)cc(F)cc2s1)c1ccc([N+](=O)[O-])o1 | 2.4% | 10.3% | -9.5% | 7.7% | 15.8% | -54.5%[inhibitor] | ? | -0.5%
COC(=O)c1ccccc1S(=O)(=O)N1CCC(NC(=O)c2ccccc2)CC1 | 11.1% | -3.9% | -9.3% | 13.0% | 6.3% | i | 1.1% | 8.2%
CCNC(=O)/C(=C\C=C\c1ccccc1)NC(=O)c1ccc(Br)o1 | -1.8% | 0.7% | -1.0% | 3.0% | 14.6% | i | -13.3% | 8.1%
